ABCB6 inh 2 – inhibitors of human ABC transporter ABCB6 | K562-ABCB6 porphyrin accumulation, flow cytometry, 1 h; hits give low values | actives 0.19% (n = 360,000) | fluorescence ratio to DMSO, % at 10 µM;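 active = fluorescence ratio to DMSO below 75%, the collection mean minus 3 SD; inconclusive = too few cells collected in the well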;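 note: signal is porphyrin accumulated inside mitochondria; 100% equals median channel fluorescence of DMSO control wells; lower ratio means ABCB6 inhibition with less porphyrin fluorescence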
aDG glyco up – increases alpha dystroglycan glycosylation | Pro5-aDG cells, alpha-DG glycosylation AlphaScreen (IIH6); 0% Pro5, 100% B10-LARGE cell signal | activation, % at 10 µM | actives 0.22% (n = 360,000) | AID 624168;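 active = activation of at least 8% versus controls, or a plate z-score of at least 8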;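 note: Pro5 are CHO cells carrying HIG-tagged alpha-DG that lacks glycosylation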
Granule exo inh – blocks lytic granule exocytosis. TALL-104 LAMP-1 surface exposure, flow cytometry; cells stimulated with thapsigargin and PMA. inhibition, % at 10 µM. actives 0.66% (n = 360,000). AID 651702;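 active = inhibition above about 55%, limit read from the data; inconclusive = no clear call, values can overlap the other calls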
NOD2 RIPK2 PPI – inhibitors of human NOD2-RIPK2 interaction. O43353. actives 0.38% (n = 360,000). CHO BLA complementation NOD2-RIPK2, CCF4 ratio. inhibition, % at 4.98 µM; in the data active = inhibition above about 21%;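 note: 0% = vehicle only and 100% = reference blocker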
Target sequence (O43353 whole entry, looked up): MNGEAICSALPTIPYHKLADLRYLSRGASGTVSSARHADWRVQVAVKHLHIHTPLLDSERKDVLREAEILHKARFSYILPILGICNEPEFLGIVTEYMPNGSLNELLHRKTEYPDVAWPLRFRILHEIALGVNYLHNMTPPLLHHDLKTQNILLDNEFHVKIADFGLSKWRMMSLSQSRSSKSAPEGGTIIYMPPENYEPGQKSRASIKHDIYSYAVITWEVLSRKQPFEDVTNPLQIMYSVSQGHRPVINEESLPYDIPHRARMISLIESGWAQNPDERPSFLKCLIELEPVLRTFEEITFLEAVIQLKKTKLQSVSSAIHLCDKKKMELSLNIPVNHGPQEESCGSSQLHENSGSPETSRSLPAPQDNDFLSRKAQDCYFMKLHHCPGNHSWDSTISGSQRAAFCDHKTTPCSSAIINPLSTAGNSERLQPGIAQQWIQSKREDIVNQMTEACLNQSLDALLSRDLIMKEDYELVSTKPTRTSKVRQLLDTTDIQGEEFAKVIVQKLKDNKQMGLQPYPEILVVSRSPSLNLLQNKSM
ABHD5 PLIN5 PPI – blocks binding of human ABHD5 to perilipin-5. Q00G26+Q8WTS1. Split G. princeps luciferase complementation, luminescence, 4 h. inhibition, % at 4 µM. actives 0.78% (n = 360,000). AID 602281;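 active = inhibition above the mean inhibition across every tested compound plus 3 SD, cut at about 22% in these data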;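 note: 0% = DMSO only wells and the 100% control is not disclosed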
Vif inh – blocks HIV Vif function | HEK293T cells, Vif self-association by quenched fluorescence, imaging, 24 h | inhibition, % at 7.49 µM | actives 0.35% (n = 340,000) | AID 602346; in the data active = inhibition above about 50%, passing the limit was not always enough; inconclusive = no clear call, values can overlap the other calls; inactive = below about 31%; note: some results filed as inactive read as strong as hits
N-glyco inh – N-linked glycosylation inhibition; reporter increase, % at 12.5 µM; D54 ERlucT glycosylation luciferase reporter, 24 h; percent of 100 nM tunicamycin response; AID 588692; actives 0.23% (n = 360,000);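 active = mean luciferase reporter signal, scaled so untreated is 0 and the glycosylation-blocking control 100, at or above a set limit in every replicate; inconclusive = mean reaches the limit but not every replicate does; inactive = mean below the limit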;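 note: luciferase carries N-glycosylation sites so blocking glycosylation raises the light; 0% = median of neutral control wells and 100% = median of 100 nM tunicamycin wells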
MC4R barr agon – activates human MC4R beta-arrestin recruitment. P32245. U2OS MC4R beta-arrestin complementation, luminescence; percent of melanotan II response, DMSO zero. activation, % at 8.9 µM. actives 0.98% (n = 360,000). AID 540308;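 active = activation above a per-plate cutoff, the mean activation of sample wells on that plate plus 3 SD, cut at about 8% in these data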
Target sequence (P32245 whole entry, looked up): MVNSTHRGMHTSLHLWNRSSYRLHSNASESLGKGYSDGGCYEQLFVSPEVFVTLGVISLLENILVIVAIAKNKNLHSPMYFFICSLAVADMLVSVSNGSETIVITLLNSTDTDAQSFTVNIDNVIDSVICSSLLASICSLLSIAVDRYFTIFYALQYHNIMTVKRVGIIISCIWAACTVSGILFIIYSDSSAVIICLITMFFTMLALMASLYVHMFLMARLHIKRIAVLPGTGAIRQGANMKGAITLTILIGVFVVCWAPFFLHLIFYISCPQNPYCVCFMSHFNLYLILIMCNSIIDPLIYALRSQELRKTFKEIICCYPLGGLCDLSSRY
MC4R antagonist – antagonists of human melanocortin 4 receptor (MC4R) | P32245 | MC4R-expressing cells, MTII-stimulated cAMP, LANCE TR-FRET | actives 0.48% (n = 360,000) | AID 540295 | inhibition, % at 6.5 µM;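 active = inhibition above its plate's cutoff, the mean of tested wells on that plate plus 3 SD, cut at about 29% in these data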;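 note: 0% = Melanotan II alone and 100% = Melanotan II plus saturating MCL0020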
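System: U2OS-MC4R stable cell line; Technique: Eu-cAMP/anti-cAMP TR-FRET, emission 671 nm; Repeats: single well per compound; Also added: Melanotan II; Dosing: one concentration, 6.5 µM nominal; Schedule: 30-min compound, 1-h challenge, 1-h detection, room temperature.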
TLR9-MyD88 block – blocks human TLR9 binding to MyD88; CHO BLA complementation TLR9-MyD88, CCF4 FRET ratio; actives 0.21% (n = 340,000); inhibition, % at 4.98 µM; AID 504734; Q9NR96+Q99836;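 active = inhibition above the mean over all tested compounds plus 3 SD, cut at about 21% in these data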;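 note: 0% = DMSO only wells and 100% = clavulanate BLA inhibitor control wells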
* hit, by the source's call; ? = inconclusive; . = not tested or not shown.

| molecule | ABCB6 inh 2 | aDG glyco up | Granule exo inh | NOD2 RIPK2 PPI | ABHD5 PLIN5 PPI | Vif inh | N-glyco inh | MC4R barr agon | MC4R antagonist | TLR9-MyD88 block |
| --- | --- | --- | --- | --- | --- | --- | --- | --- | --- | --- |
| Cc1ccc(NC(=O)CS(=O)CC(=O)N(CC(=O)NC(C)(C)C)c2cccc(C)c2C)cc1 (stereo unspecified) | 98 | -0.1 | 8 | 0 | 1 | 4 | 3 | 1.8 | 0 | -9 |
| COC(=O)c1ccc(C2C(C#N)=C(N)Oc3cc(C)n(C)c(=O)c32)cc1 (stereo unspecified) | 97 | -0.1 | -1 | 2 | -1 | . | 1 | -1.1 | 9 | -9 |
| COc1ccc(CNC(=O)c2ccc3c(=O)n(-c4ccccc4)c(=O)[nH]c3c2)cc1 | 93 | 0.0 | 15 | -6 | -2 | 25 | -3 | -1.1 | 7 | 4 |
| O=C1C2C(c3ccccc3)C=CC(c3ccccc3)C2C(=O)N1c1cccnc1 (stereo unspecified) | 99 | -0.2 | 0 | -11 | 1 | -5 | 1 | -1.2 | 13 | 3 |
| COCCNc1nc(Oc2ccc(NC(C)=O)cc2)c2sc(-c3ccccc3)cc2n1 | 91 | -0.3 | 29 | -15 | 5 | 0 | -7 | 5.9 | 47* | . |
| O=C(Cn1nnc(-c2ccc(NC(=O)c3ccccc3F)cc2)n1)NCc1ccc(F)cc1 | 97 | -0.1 | -1 | 8 | 0 | -5 | 0 | 2.2 | 12 | 0 |
| O=C(Nc1ccc2c(c1)OCCO2)c1cc(-c2ccccn2)nc2ccc(Br)cc12 | 94 | -0.6 | 0 | 1 | -1 | -7 | -1 | -1.1 | 22 | 7 |
| COc1ccc(C(=O)NC2=C(C#N)CCC2)cc1OC | 101 | 0.1 | 5 | 0 | -8 | 14 | 2 | -0.3 | -1 | -4 |
| COc1ccc(NC(=O)c2nnn(CC(=O)Nc3ccc4c(c3)OCO4)c2N)c(OC)c1 | 100 | -0.2 | 0 | -7 | 3 | -4 | 1 | 0.6 | 17 | -8 |
| COc1ccc(N2CCN(/C(=N\S(=O)(=O)c3ccc(C)cc3)Nc3nc(C)cc(C)n3)CC2)cc1 | 95 | 0.1 | 2 | -13 | -3 | 5 | -2 | -2.6 | 2 | 3 |
| CCOC(=O)NC(=O)/C(N=Nc1ccc(C(F)(F)F)cc1)=C(\C)O | 100 | 0.3 | 0 | 11 | -5 | -5 | 1 | -0.9 | 6 | 9 |
| Cn1c(CCCNC(=O)c2cccs2)nc2ccccc21 | 101 | 0.0 | -3 | -1 | -1 | 7 | 3 | -2.8 | -3 | -7 |
| CC(=O)Nc1ccc(S(=O)(=O)N2CCC(N(C)CCC(C)C)CC2)cc1 | 89 | -0.1 | -4 | 2 | 0 | ? | 0 | 1.8 | -1 | 1 |
| COC(=O)c1c(NC(=O)CN2C(=O)NC3(CCC(C)CC3)C2=O)sc2c1CCC2 (stereo unspecified) | 81 | 0.6 | -2 | 1 | -3 | 24 | 17 | -0.1 | -1 | -4 |
| COc1ccc(Cl)cc1NC(=S)N1CC(C)OC(C)C1 (stereo unspecified) | 97 | -0.1 | -2 | -4 | -3 | . | -2 | -3.7 | 2 | -13 |
| COc1cccc(/C=N/NC(=O)c2c(C)nc3ccc(Br)cn23)c1O | 97 | 2.1 | -2 | -3 | 0 | 2 | -13 | -1.3 | 7 | 13 |
| COc1ccc(CNC(=O)C2CCCN(C(=O)Nc3ccc(OC)cc3)C2)cc1 (stereo unspecified) | 101 | 0.0 | -15 | 4 | 4 | -10 | -1 | -0.1 | 18 | 5 |
| CN1CCN(c2ccc(C(=O)c3ccccc3)cc2[N+](=O)[O-])CC1 | 98 | -0.4 | 0 | 0 | 5 | -7 | -3 | -1.6 | -4 | -16 |
| Cn1nnnc1SCC(=O)Nc1ccc(Cl)c(S(=O)(=O)N2CCOCC2)c1 | 103 | -0.1 | -1 | -1 | 0 | -5 | -1 | 0.5 | 22 | -5 |
| Cc1cc2nc(CCN(Cc3cccnc3)C(=S)Nc3ccc(F)cc3)[nH]c2cc1C | 94 | 0.1 | -1 | -5 | 4 | 6 | -2 | -1.9 | 20 | 10 |
| O=C(CSCc1ccc(Br)cc1)NCc1ccccn1 | 100 | -0.3 | 0 | -3 | 2 | -1 | 0 | 0.1 | -4 | -10 |
| CCOC(=O)C1(Cc2cccc(OC)c2)CCN(CC2CC=CCC2)CC1 (stereo unspecified) | 101 | 0.0 | 3 | 3 | -2 | 1 | -4 | 5.1 | 17 | -2 |
| O=C(CSc1nc2nc3c(cc2c(=O)n1-c1ccccc1)CCCC3)Nc1ccccc1 | 106 | 0.0 | 7 | 2 | 1 | -18 | 0 | -2.7 | 25 | -7 |
| COC(=O)C1C(=O)C=C(N2CCOCC2)CC1(C)C (stereo unspecified) | 101 | 0.2 | -3 | -12 | -1 | 13 | 1 | 0.1 | 1 | 0 |
| COC(=O)C[C@@H]1CC[C@H](NC(=O)c2cnccn2)[C@@H](CO)O1 | . | 0.0 | -15 | -5 | -2 | . | . | . | . | . |
| Cc1ccc(OC(=O)c2cccc(C(=O)Oc3ccc(C)cc3)n2)cc1 | 104 | 0.0 | -2 | -6 | 3 | 14 | 2 | -0.8 | 4 | -2 |
| N#C/C(=C1/CCCCCN1)c1nc2ccccc2[nH]1 | 96 | -0.1 | 0 | 2 | -3 | . | 0 | -1.3 | -3 | 1 |
| O=C(Cc1cccs1)NCc1ccco1 | 85 | 0.5 | 1 | -9 | 6 | . | 1 | -0.3 | 8 | 0 |
| CCN(CC(=O)N1CCOCC1)S(=O)(=O)c1ccc(C)cc1 | 103 | -0.4 | -5 | 6 | 2 | 2 | 2 | -0.8 | 2 | 0 |
| NC(=O)C1CCN(C(=O)Nc2csc3ccccc23)CC1 | 96 | -0.2 | 1 | -15 | -1 | 11 | 3 | -0.2 | 15 | . |
| O=C(O)CCC(=O)Nc1ccc(Br)cc1C(=O)c1ccccc1 | 95 | -0.1 | 0 | 2 | 4 | 10 | 0 | 0.1 | 7 | 5 |
| Cc1cc(=O)oc(C)c1C(=O)Nc1c(C)n(C)n(-c2ccccc2)c1=O | 92 | -0.2 | -2 | 0 | -4 | 12 | 4 | -1.4 | 1 | -2 |
| CCOC(=O)C1CCN(C(=O)COc2ccc(S(=O)(=O)N3CCOCC3)cc2)CC1 | 101 | -0.5 | 0 | -2 | 0 | . | 1 | -2.8 | 0 | -2 |
| COC(=O)c1cccc(NC(=O)Cn2nnc3ccccc32)c1 | 89 | 0.2 | 0 | -6 | -1 | -1 | 1 | 0.4 | 0 | 5 |
| COc1cccc2cc(-c3nnc(-c4ccccc4)o3)c(=O)oc12 | 98 | 0.0 | -4 | -7 | 5 | -7 | -11 | -3.3 | -3 | 0 |
| CCOC(=O)C1(Cc2ccccc2C(F)(F)F)CCN(C(C)CSC)CC1 (stereo unspecified) | 99 | 0.1 | -1 | -3 | 1 | 5 | -1 | 1.1 | -3 | 2 |
| COCCn1nnnc1C(c1cc2cc(OC)ccc2[nH]c1=O)N1CCC(Cc2ccccc2)CC1 (stereo unspecified) | 99 | -0.3 | -2 | -15 | -3 | -4 | -1 | -0.9 | 3 | -6 |
| COc1ccccc1NC(=O)NCC1CC1(Cl)Cl (stereo unspecified) | 102 | -0.2 | -4 | -4 | 6 | 13 | 2 | 2.8 | 14 | -2 |
| CCOc1ccc(-c2nnc(SCC(=O)Nc3ccc4c(c3)c3ccccc3n4CC)n2N)cc1 | 99 | -0.4 | -5 | -2 | -2 | 37 | 73* | 30* | -6 | 3 |
| COc1ccc(NC(=O)CCCCn2c(=O)[nH]c3ccccc3c2=O)cc1 | 94 | 0.2 | 0 | -2 | 2 | 0 | 2 | 0.1 | 14 | 2 |
| CCOC(=O)c1ccc(NC(=S)N2CCN(S(C)(=O)=O)CC2)cc1 | 98 | 0.1 | 0 | -5 | 0 | -4 | -1 | 2.2 | -4 | 6 |
| S=c1[nH]nc(C2CCCCC2)n1/N=C/c1ccc(Cl)cc1 | 103 | 0.1 | -5 | -10 | -3 | 2 | -2 | 4.3 | 2 | 2 |
| CC(C)[C@H](CO)Nc1nc(Nc2ccc(Cl)c(C(=O)O)c2)c2ncn(C(C)C)c2n1 | 91 | 0.2 | 2 | -6 | -1 | -5 | -2 | -1.1 | 7 | 1 |
| CCOc1ccc(C(=O)N/N=C(/C)C2C(=O)c3ccccc3C2=O)cc1 | 100 | -0.1 | -3 | -13 | 1 | 1 | 0 | -2.4 | 6 | 3 |
| Cc1cc(NS(=O)(=O)c2ccc(Nc3nc(-c4ccc(C)c(C)c4)cs3)cc2)no1 | 81 | -0.1 | 1 | -4 | -10 | 1 | 3 | 0.7 | 23 | -2 |
| O=C(/C=C/c1cccnc1)c1ccccc1O | 94 | 0.4 | -3 | -4 | 13 | 2 | 8 | -0.8 | 1 | 4 |
| O=C(CCNS(=O)(=O)c1ccc(Br)cc1)NC1CCC(O)CC1 (stereo unspecified) | 97 | -0.2 | 3 | -13 | 1 | 46 | 2 | -1.6 | 4 | 4 |
| CC(C)NC(=O)Cn1c(=O)c2c(ncn2Cc2ccccc2)n(Cc2ccccc2)c1=O | 101 | 0.0 | 3 | 1 | 4 | 0 | 0 | -0.9 | -7 | -8 |
| Cc1c(N2C(=O)c3ccc(Br)cc3C2=O)c(=O)n(-c2ccccc2)n1C | 104 | 0.3 | -4 | -2 | 0 | 12 | 2 | -2.2 | 4 | 13 |
| O=C(Nc1nncs1)c1ccc(N2C(=O)C3C4C=CC(C4)C3C2=O)cc1 (stereo unspecified) | 91 | 0.1 | -2 | -5 | 0 | -8 | -2 | -1.8 | 7 | -1 |
| COC(=O)CCCC[C@@H]1O[C@H](CCc2ccccc2)Cc2[nH]c(=S)[nH]c(=O)c21 | 99 | 0.6 | -2 | -5 | -4 | . | . | . | . | . |
| Cc1cc(C)n2nc(C(=O)N/N=C/c3ccccc3C)nc2n1 | 101 | 0.1 | 11 | -2 | -1 | -4 | 1 | 0.1 | -2 | . |
| OCC[C@H]1C[C@@H](O)[C@H](O)[C@]2(Cc3ccccc3CO2)O1 | 96 | -0.1 | -2 | -10 | 4 | -3 | 1 | 0.3 | -2 | -9 |
| C/C(=N\NC(=O)c1nnn(-c2nonc2N)c1CN(C)c1ccccc1)c1cccc(O)c1 | 103 | -0.2 | 12 | -3 | -1 | -3 | 1 | -0.9 | 12 | 3 |
| Cc1nnc2ccc(-c3cccc(NS(=O)(=O)c4ccccc4Cl)c3)nn12 | 92 | 0.0 | -2 | -16 | -3 | 81* | 15 | 2.0 | 8 | 3 |
| CN1C(=O)c2cccc(NCCCN3C(=O)c4ccccc4C3=O)c2C1=O | 98 | -0.1 | -3 | 8 | 2 | 0 | 2 | 0.9 | 14 | 3 |
| O=C(NC1CC1)C1=C[C@@H](c2coc3ccccc3c2=O)C[C@@H](OCCCCO)O1 | 104 | 0.1 | -5 | -8 | -5 | 6 | 2 | -1.1 | 8 | -8 |
| Cc1cc(Cl)ccc1NC(=O)CN1C(=O)C(=O)N(C2CCCC2)C1=O | 103 | -0.1 | 5 | 3 | -5 | 0 | 2 | 1.2 | 0 | -6 |

Source: PubChem BioAssay

This is a subset; count on the stated rates, not on these rows.
